M1 antag – antagonists of human M1 muscarinic receptor. P11229. CHO-K1 hM1, Fluo-8 calcium fluorescence, ACh EC80 antagonist. inhibition, % at 3 µM. 360,000 compounds, 1.3% hits;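 active = percent inhibition above its own plate's cutoff, namely the mean of that plate's compound wells plus 3 SD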;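 note: peak over basal fluorescence ratio during 140 s after agonist addition; 0% = ACh EC80 plus DMSO and 100% = DMSO alone without agonist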
CHRM5 antagonist – antagonists of human muscarinic M5 receptor (CHRM5). inhibition, % at 3 µM. AID 624040. CHO-hM5 cells, Fluo-8 calcium fluorescence, ACh EC80. 360,000 compounds, 0.59% hits;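 active = inhibition above a per-plate cutoff, the mean of that plate's test compounds plus 3 SD, cut at about 27% in these data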;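 note: 0% = acetylcholine EC80 with DMSO and 100% = DMSO without agonist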
Target sequence (P08912 whole entry, looked up): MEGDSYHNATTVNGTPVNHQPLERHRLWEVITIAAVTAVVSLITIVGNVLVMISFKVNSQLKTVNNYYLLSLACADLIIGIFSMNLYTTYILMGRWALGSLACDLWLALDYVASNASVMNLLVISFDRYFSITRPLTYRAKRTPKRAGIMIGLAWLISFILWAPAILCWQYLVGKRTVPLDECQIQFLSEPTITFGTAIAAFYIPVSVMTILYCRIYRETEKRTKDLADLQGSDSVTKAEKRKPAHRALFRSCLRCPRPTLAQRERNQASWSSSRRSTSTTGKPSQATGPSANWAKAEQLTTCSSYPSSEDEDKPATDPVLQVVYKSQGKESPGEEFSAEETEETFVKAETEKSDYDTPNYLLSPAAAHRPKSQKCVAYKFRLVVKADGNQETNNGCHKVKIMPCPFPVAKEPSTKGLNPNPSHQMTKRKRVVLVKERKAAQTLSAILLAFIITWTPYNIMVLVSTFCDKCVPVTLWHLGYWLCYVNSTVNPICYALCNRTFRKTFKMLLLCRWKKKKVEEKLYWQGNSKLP
M4 ag – agonists of human muscarinic M4 receptor (CHRM4); activation, % at 3 µM; 360,000 compounds, 0.14% hits; CHO-K1 hM4/Gqi5, Fluo-8 calcium fluorescence; vehicle 0%, full acetylcholine response 100%;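 active = activation above the run mean over all test wells plus 3 SD, cut at about 32% in these data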;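 note: peak over basal fluorescence ratio per well then scaled between controls; 0% = DMSO wells and 100% = acetylcholine at EC100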
CHRM5 PAM – CHRM5 positive allosteric modulation | activation, % at 3 µM | P08912 | CHO-K1 hM5, Fluo-8 calcium, ACh EC20 PAM; 0% = ACh EC20, 100% = ACh EC100 | 360,000 compounds, 0.3% hits;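 active = activation above the run cutoff, the mean activation of all test compounds plus 3 SD, cut at about 18% in these data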
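system = human M5 receptor in CHO-K1 cells | compound = one concentration, 3 µM final (nominal) | schedule = Post-acetylcholine fluorescence recording 140 s | signal = Fluo-8 calcium dye fluorescence, kinetic read | benchmarks = low control EC20 acetylcholine (0%), high control EC100 acetylcholine (100%) | repeats = singlicate, one well per test compound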
M5 ag – CHRM5 agonism in calcium assay; 360,000 compounds, 0.19% hits; P08912; AID 624037; CHO-K1 hM5 cells, Fluo-8 calcium fluorescence; 0% DMSO wells, 100% maximal acetylcholine response; activation, % at 3 µM;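 active = activation above the run's mean over test compounds plus 3 SD, cut at about 23% in these data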;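 note: signal is peak over basal fluorescence ratio across the kinetic read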
TAAR1 agonist – human TAAR1 agonism. CHO RD-HGA16 TAAR1, Fluo-8 calcium fluorescence; vehicle wells 0%, saturating PEA agonist 100%. AID 624467. activation, % at 3 µM. 360,000 compounds, 0.99% hits. Q96RJ0;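 active = activation above the mean activation of all test compounds in the run plus 3 SD, cut at about 38% in these data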
Target sequence (Q96RJ0 whole entry, looked up): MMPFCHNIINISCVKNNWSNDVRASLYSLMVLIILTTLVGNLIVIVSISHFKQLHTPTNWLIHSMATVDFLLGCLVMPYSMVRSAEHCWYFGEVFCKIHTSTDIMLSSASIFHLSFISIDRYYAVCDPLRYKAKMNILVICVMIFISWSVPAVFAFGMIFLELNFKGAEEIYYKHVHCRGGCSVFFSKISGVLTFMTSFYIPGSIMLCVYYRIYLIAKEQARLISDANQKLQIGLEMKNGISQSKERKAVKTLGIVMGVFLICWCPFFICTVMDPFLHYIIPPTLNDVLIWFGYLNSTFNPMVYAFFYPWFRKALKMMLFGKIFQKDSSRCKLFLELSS
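Test system: RD-HGA16 (CHO) cells co-expressing Gα16 and hTAAR1 / Benchmarks: DMSO vehicle as 0%, PEA at EC100 as 100% / Repeats: no replicates (n 1) / Measure: % activation from peak over basal fluorescence ratio, DMSO-to-PEA scaled / Timing: 17-24 h plating, Fluo-8 75 min 37 °C, 30 min RT / Technique: kinetic Fluo-8 calcium fluorescence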
M1 PAM – potentiates human M1 receptor response to acetylcholine; P11229; 360,000 compounds, 0.088% hits; activation, % at 3 µM; CHO-K1 hM1, Fluo-8 calcium fluorescence, ACh EC20; 0% = ACh EC20, 100% = maximal ACh; AID 588819; in the data active = activation above about 19%, passing the limit was not always enough
CHRM1 agonist – activates human CHRM1 receptor | CHO-K1 hM1, Fluo-8 calcium fluorescence, agonist mode; 0% DMSO, 100% acetylcholine EC100 | activation, % at 3 µM | 360,000 compounds, 0.33% hits | AID 588814;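 active = activation above the run's mean compound activation plus 3 SD, cut at about 16% in these data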;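 note: peak over basal fluorescence ratio within a 140 s kinetic read after compound addition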
M4 antag – blocks acetylcholine activation of human M4 receptor | CHO-hM4 cells, ACh EC80, Fluo-8 calcium fluorescence | inhibition, % at 3 µM | AID 624125 | 360,000 compounds, 0.73% hits;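 active = inhibition above its plate's cutoff, the mean inhibition of sample wells plus 3 SD, cut at about 27% in these data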;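 note: 0% = acetylcholine EC80 with DMSO and 100% = DMSO without agonist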
* marks the source's active call; other numbers are inactive results; / = not tested or not shown. The list is partial, so the mix of outcomes need not match the whole.

Values run as follows: M4 antag	CHRM5 PAM	M4 ag	TAAR1 agonist	M5 ag	M1 antag	CHRM1 agonist	CHRM5 antagonist	M1 PAM
COc1ccc(-c2noc(CCC(=O)NCc3cccnc3)n2)cc1OC
  6	0	3	0	-1	-16	-4	0	6
COCCNC(=S)N/N=C(\C)c1ccc2cc(OC)ccc2c1
  -2	-7	2	1	-4	-3	-7	6	4
COC(=O)C(C(=O)Nc1cc(C)on1)C1CCCCCC1 (stereo unspecified)
  -6	0	1	10	-6	-9	-5	-4	5
Cc1cccc(C(=O)N2CCCC(N3CCN(c4ccccc4F)CC3)C2)n1 (stereo unspecified)
  -2	-10	0	5	-3	22	-3	5	-8
COC(=O)[C@@H]1C[C@H]2CC[C@H](O)C[C@H]2N1Cc1ccc(N2CCN(C)CC2)cc1
  4	-6	1	7	4	7	-8	3	-3
CNC(=O)c1[nH]cnc1C(=O)N[C@@H](Cc1ccccc1)C(=O)OC(C)(C)C
  -15	-3	8	4	0	15	-2	-1	-2
O=C(Cc1c(F)cccc1Cl)NCc1cccnc1
  -19	4	0	3	1	-9	-4	-3	4
Oc1c(Br)cc(Br)cc1CNn1cnnc1
  0	-2	1	3	-7	-12	-2	6	4
CCOc1ccc(CN(C)C(=O)[C@H](Cc2ccccc2)NC(=O)OCc2ccccc2)cc1OC
  -1	-9	25	12	3	6	9	8	-1
CCc1nc(SCC(=O)Nc2ccccc2Cl)n[nH]1
  -12	3	1	-1	-4	6	0	3	1
COCc1cc(Sc2cccc(Cl)c2Cl)nc(-c2ccccc2)n1
  -3	2	-1	7	1	-18	-2	-9	-2
COc1ccc(C(C)NC(=O)Nc2ccc(C(C)=O)cc2)cc1OC (stereo unspecified)
  -16	-2	8	6	0	0	1	-1	2
Cc1nnsc1-c1nc2ccccc2n1C(CCc1ccccc1)c1nc2ccccc2[nH]1 (stereo unspecified)
  -2	-10	9	1	1	/	/	8	/
O=C(c1ccc(NC(=O)C2(c3ccccc3)CCOCC2)cc1)N1CCOCC1
  0	2	2	5	-8	-21	-5	-1	2
CN(CC(=O)Nc1ccc(N2CCOCC2)cc1)C(=O)CCc1ccccc1Cl
  -13	3	5	3	-2	0	-2	-9	2
O=C(c1nc2n(n1)C(c1ccc(Cl)cc1)C=C(c1ccccc1)N2)N1CCOCC1 (stereo unspecified)
  7	9	2	8	0	-19	-4	-11	4
O=S1(=O)CC(N2CCN(CCO)CC2)CN1Cc1cn(Cc2ccccc2)nn1 (stereo unspecified)
  4	-1	0	4	1	/	/	2	/
CC(C)CNC(=O)C1CCN(Cc2ccc(OCc3ccccc3)cc2)CC1
  1	2	4	5	-4	-4	-14	2	3
O=C1Nc2ccc(S(=O)(=O)NCCCO)c3cccc1c23
  -22	-4	2	5	0	-10	-2	0	5
Cc1c(Cl)c(C(=O)NNC(=S)Nc2ccccc2)nn1C
  7	4	0	6	-2	-18	-1	-1	4
CN1C(=O)C(O)(C2OC(C)(C)CCC2=O)c2ccccc21 (stereo unspecified)
  -2	-1	0	9	1	-3	-2	-4	4
CN(C)C(=O)c1ccc(Cl)cc1[N+](=O)[O-]
  -1	2	1	0	-4	-9	-9	3	10
O=C(NCc1ccc(-c2csnn2)cc1)c1cc(Cl)cc(Cl)c1
  1	1	-1	2	7	-3	-4	-5	-1
Cc1ccc(S(=O)(=O)n2nc(C)c(Br)c2C)c(C)c1C
  13	1	0	1	-3	-5	-4	4	1
Cc1ccc(/C(N)=N/OC(=O)CSc2ccccc2)cc1
  -2	1	1	4	-3	4	-5	8	-3
CCC(=O)N/C(N)=N/c1nc(C)c2cc(OC)ccc2n1
  -6	-3	-1	28	0	-5	-10	5	7
CCCC(=O)NC1CCCc2c1cnn2-c1ccc(C)c(C)c1 (stereo unspecified)
  5	-3	1	0	7	-10	-2	11	8
CNC(=S)N1CCN(c2ccc(Cl)c(Cl)c2)CC1
  13	-35	28	8	7	21	-1	26	-11
CCc1ccc(NC(=O)c2ccc3c(c2)CCN3S(C)(=O)=O)cc1
  -4	-1	3	6	-2	1	-2	1	-1
CN1CCC(N(C)C(=O)CCc2nc3ccccc3n2-c2ccccc2)CC1
  5	0	1	1	-8	0	-7	6	2

3 compounds already listed, ordered by number of heavy atoms, smallest number first:
Values run as follows: M4 antag	CHRM5 PAM	M4 ag	TAAR1 agonist	M5 ag	M1 antag	CHRM1 agonist	CHRM5 antagonist	M1 PAM
CNC(=S)N1CCN(c2ccc(Cl)c(Cl)c2)CC1
  13	-35	28	8	7	21	-1	26	-11
CN1C(=O)C(O)(C2OC(C)(C)CCC2=O)c2ccccc21 (stereo unspecified)
  -2	-1	0	9	1	-3	-2	-4	4
O=C(c1ccc(NC(=O)C2(c3ccccc3)CCOCC2)cc1)N1CCOCC1
  0	2	2	5	-8	-21	-5	-1	2

More entries.
Values run as follows: M4 antag	CHRM5 PAM	M4 ag	TAAR1 agonist	M5 ag	M1 antag	CHRM1 agonist	CHRM5 antagonist	M1 PAM
CC(=O)Nc1ccc(C(=O)CSc2nnc(C)o2)cc1
  -6	-2	1	7	0	-37	-2	4	4
COC(=O)c1cc(NC(=O)c2ccc(Cn3cc(Cl)cn3)o2)cc(C(=O)OC)c1
  7	-1	1	11	1	1	0	-2	9
COC(=O)C1CCCN1S(=O)(=O)c1ccc2ccccc2c1 (stereo unspecified)
  -4	1	0	12	-1	1	-5	-3	10
O=C(CN(Cc1ccco1)C(=O)c1cc(=O)[nH]c2ccccc12)Nc1ccccc1Br
  -11	-9	7	10	-1	1	-1	6	0
CCN1N=C(c2ccccc2)CCC1=O
  -6	-2	0	2	-3	-13	-2	11	6
CN(CC(=O)N1CCOCC1)S(=O)(=O)c1cc(Cl)ccc1Cl
  10	-1	2	-1	1	-6	-3	3	6
CCOC(=O)C1=C(C)N(c2ccc(OC)cc2)C(=O)/C1=C\c1ccc(O)c(OCC)c1
  -6	-3	1	1	0	-4	-5	15	-1
OCCC1CN(Cc2ccc3cccc(F)c3n2)CCN1Cc1ccccc1 (stereo unspecified)
  2	9	1	-1	-2	-27	-7	-4	13
Cc1cc(NC(=O)CSc2nc3c(cc2C#N)CCCCC3)no1
  0	-2	4	-1	0	0	-4	3	3
O=C(NCc1cccnc1)C(=O)NCC1OCCCN1S(=O)(=O)c1ccc(F)cc1 (stereo unspecified)
  1	2	0	0	-2	6	-4	16	-1
COc1ccccc1C(=O)NCCC(=O)Nc1ncccc1C
  -3	-5	0	2	-1	-1	-3	11	2
COCCCNC(=O)C(=O)C1C(=O)Nc2ccccc21 (stereo unspecified)
  -9	-3	2	4	0	2	-1	-8	10
COc1ccccc1NC(=O)C(C)Sc1nccn1C (stereo unspecified)
  -1	3	0	3	-1	0	-3	1	7
CN(C)c1ccc(/C=C/c2cccc[n+]2[O-])cc1
  3	1	1	1	6	-8	-3	7	5
CCN(C(=O)CO/N=C/c1ccc(OC)cc1OC)c1c(N)n(Cc2ccccc2)c(=O)[nH]c1=O
  4	-3	1	0	-1	2	-4	3	-2
Cc1cc(Cl)ccc1OCC(=O)NNC(=O)c1cccnc1
  -7	-4	1	5	-3	-11	0	3	13
O=C(Cc1ccc(S(=O)(=O)N2CCCCC2)cc1)NCc1ccc(Cl)cc1
  -14	-9	8	8	2	-13	-4	4	5
NC(Cc1ccc(Cl)cc1)c1csc(NC(=O)Nc2ccccc2-c2ccccc2)n1 (stereo unspecified)
  15	-1	7	17	2	-9	6	10	15
O=C(O)c1ccc(/C=N/n2cc(-c3ccccc3)[nH]c2=S)cc1
  -3	6	1	0	-1	-8	-5	-1	6
O=C(CC1(O)C(=O)Nc2ccccc21)c1cccnc1 (stereo unspecified)
  -2	0	1	8	2	-21	-1	-4	4
CCCn1c(=S)[nH]c2cc(C(=O)N(CCO)Cc3ccccc3)ccc2c1=O
  -5	-7	5	8	-4	-6	-4	17	4
CCCC(CCC(=O)Nc1ccc(C(=O)OC)cc1)C(=O)O (stereo unspecified)
  -3	-2	0	9	-2	-19	-3	-3	2
CCOC(=O)C(C)n1nc(/C=C/c2ccc(OC)cc2)ccc1=O (stereo unspecified)
  1	2	1	11	-2	-7	-10	-10	14
CCCCC(c1nnnn1CC1CCCO1)N1CCN(c2cccc(C)c2C)CC1 (stereo unspecified)
  -10	-1	-2	8	-7	-10	-6	-10	2
O=C(CC1C[C@H](C(=O)N2CCCCC2)[C@@]2(CCc3ccccc3)c3[nH]c4ccccc4c3CCN2C1=O)NCCC1=CCCCC1 (stereo partly specified)
  4	-1	1	2	1	-9	-4	-1	5
O=S(=O)(c1ccc(Cl)cc1)N1CCNCC1
  -13	6	1	10	-4	7	-3	3	-1
COc1ccccc1N(CN1C(=O)c2ccccc2C1=O)C(=O)c1cccc(C)c1
  6	5	1	3	-1	5	-5	-6	-2
COc1ccc2cc(-c3ccsc3)ncc2c1
  2	1	1	1	4	3	-6	5	5
O=C(Nc1ccc2c(c1)OCO2)c1ccncc1
  1	5	1	8	-8	-1	-6	2	4
FC(F)(F)c1cccc(Nc2cc(-c3ccccc3)nc3ncnn23)c1
  -9	6	0	-1	1	-14	-2	4	10
COc1ccc(CN2CCN(S(=O)(=O)c3ccc(NC(C)=O)cc3)CC2)cc1OC
  -1	0	5	5	5	-2	-1	-2	-1
CCCCNC(=S)N(CCO)Cc1cc2cc3c(cc2[nH]c1=O)OCCO3
  0	-2	-1	6	0	-21	-6	4	9
COc1ccc(Cl)cc1-c1cc(C(=O)Nc2cc(OC)c(OC)c(OC)c2)[nH]n1
  -13	-2	15	10	2	0	-3	-2	-4
CC(=O)c1ccc(OCCCC(=O)NC(C)c2ccc(S(N)(=O)=O)cc2)cc1 (stereo unspecified)
  3	1	0	7	-3	-8	-4	1	6
CCN1C(=O)CC(C(=O)O)SC1=Nc1ccc(OC)cc1 (stereo unspecified)
  3	3	-1	1	0	19	-3	-3	-1
COc1ccc(CCC(=O)OCC(=O)c2c(N)n(CC(C)C)c(=O)n(C)c2=O)cc1
  12	-27	23	8	4	32*	3	24	-11
NC(=O)C1CCN(Cc2ccc(OCc3ccccc3)cc2)CC1
  21	-2	1	5	-13	27	-10	8	-17
CCc1nc2ccc(C(=O)N(C)CC(=O)Nc3ccc(F)c(F)c3F)cc2nc1CC
  -4	4	1	1	0	-15	-3	7	7
COc1ccccc1-c1nc(C#N)c(N2CCN(C(=O)c3ccco3)CC2)o1
  3	-3	1	1	-4	-9	-3	-15	8
CS(=O)(=O)c1ccc(Cl)c(NC(=O)COc2ccc3c(c2)CCC3)c1
  6	-1	0	0	1	6	-4	4	-1
CCOc1ncccc1C(=O)OCC(=O)NC(=O)NC(C)C
  -3	1	2	7	0	-3	-1	4	8
CC(OC(=O)Cn1nnc2ccccc21)C(=O)NC1CCCC1 (stereo unspecified)
  2	-3	1	6	-3	-7	-1	17	2
